# Source: PubChem BioAssay (Sanford-Burnham Center for Chemical Genomics)
# SENP8 block-1: SENP8 (human) protease inhibition | 360,000 compounds, 0.64% hits | Q96LD8 | AID 602440 | inhibition, % at 20 µM | recombinant SENP8, Nedd8 substrate fluorescence; in the data active = inhibition mostly above about 40%, no sharp cut-off; inactive = mostly below about 27%
# Target sequence (Q96LD8 whole entry, looked up): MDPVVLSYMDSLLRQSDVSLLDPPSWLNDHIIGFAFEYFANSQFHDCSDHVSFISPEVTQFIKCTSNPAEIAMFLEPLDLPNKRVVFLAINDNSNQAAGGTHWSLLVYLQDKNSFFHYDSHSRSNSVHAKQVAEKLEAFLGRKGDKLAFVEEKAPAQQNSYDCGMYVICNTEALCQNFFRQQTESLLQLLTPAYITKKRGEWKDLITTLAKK
# SENP7 inh: inhibitors of human SENP7 protease; Q9BQF6; recombinant SENP7, Z-RLRGG-aminoluciferin luminescence, 40 min; inhibition, % at 5 µM; 330,000 compounds, 1.5% hits;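 active = inhibition above about 50% at the single test dose, limit read from the data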;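 also: plate controls were DMSO with enzyme for no effect and no enzyme buffer wells for full effect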
# Target sequence (Q9BQF6 706-1050 limits assumed): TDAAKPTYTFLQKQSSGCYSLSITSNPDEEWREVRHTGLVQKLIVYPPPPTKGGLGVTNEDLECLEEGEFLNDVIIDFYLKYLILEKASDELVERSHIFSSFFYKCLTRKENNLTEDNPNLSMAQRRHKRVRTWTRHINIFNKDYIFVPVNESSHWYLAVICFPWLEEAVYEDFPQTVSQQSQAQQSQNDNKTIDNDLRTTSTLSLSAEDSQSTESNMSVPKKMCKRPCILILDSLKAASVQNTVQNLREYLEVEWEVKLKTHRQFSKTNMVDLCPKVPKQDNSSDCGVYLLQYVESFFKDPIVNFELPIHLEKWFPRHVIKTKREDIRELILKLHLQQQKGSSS
# PfGluPho inh: PfG6PD (Plasmodium falciparum) enzyme inhibition; PfGluPho enzyme, NADPH resazurin-diaphorase fluorescence; inhibition, % at 20 µM; 350,000 compounds, 0.78% hits; AID 504690;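 active = inhibition reaching at least a set limit at 20 µM in the primary screen, cut at about 59% in these data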;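 also: 0% = DMSO wells with substrate and 100% = DMSO wells lacking glucose-6-phosphate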
# Apaf1 inhib: blocks human Apaf-1 apoptosome activity | O14727 | reconstituted apoptosome caspase-3 activity, DEVD-Rh110 fluorescence | inhibition, % at 20 µM | 330,000 compounds, 0.71% hits; active = inhibition of at least 40% at 20 µM;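 also: plate controls were DMSO wells for no effect and DEVD-CHO caspase inhibitor wells for full effect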
#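 System: reconstituted apoptosome with Apaf-1, cytochrome c, caspase-9, procaspase-3, dATP; Signal: Rh110 fluorescence intensity; Schedule: 30 min compound preincubation, 50 min activation, room temperature; Reagent: cytochrome c trigger plus (Z-DEVD)2-Rh110 caspase-3 substrate.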
# SENP8 block-2: blocks the human protease SENP8. AID 2540. inhibition, % at 10 µM. 330,000 compounds, 1.2% hits. Q96LD8. purified SENP8, Z-RLRGG-aminoluciferin cleavage, luminescence; in the data active = inhibition above about 50%
# NALP3 yeast inh: inhibitors of NALP3 inflammasome in yeast. Yeast reconstituted NLRP3/ASC/caspase-1, beta-gal luminescence, 24 h. inhibition, % at 10 µM. 330,000 compounds, 0.39% hits;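 active = inhibition of 50% or more; inactive = inhibition below 50%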;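 also: plate controls were induced DMSO wells for no effect and uninduced yeast grown without galactose for full effect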
# SENP1 inh: SENP1 (human) catalytic domain inhibition. inhibition, % at 10 µM. recombinant SENP1 catalytic domain, CyPet-SUMO1-YPet FRET cleavage. 360,000 compounds, 0.21% hits;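 active = inhibition at least 30% at 10 µM, raw YFP signal under a set limit, fluorescence ratio 0.5 to 1.5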;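 also: 0% = enzyme with DMSO and 100% = no enzyme wells; some results filed as inactive read as strong as hits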
# Target sequence (Q9P0U3 419-644 limits assumed): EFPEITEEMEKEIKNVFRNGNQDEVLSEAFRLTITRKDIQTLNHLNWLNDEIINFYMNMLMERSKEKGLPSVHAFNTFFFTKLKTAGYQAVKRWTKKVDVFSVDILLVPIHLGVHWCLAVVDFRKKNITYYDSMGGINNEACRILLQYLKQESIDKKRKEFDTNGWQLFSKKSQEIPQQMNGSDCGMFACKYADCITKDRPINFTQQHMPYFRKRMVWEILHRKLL
#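 Test system: hSENP1 catalytic domain, recombinant; Amount: 20 pM final SENP1 enzyme; Medium: Tris pH 8 buffer plus EDTA, NaCl, BME, BSA, NP40, catalase; Schedule: 50 min enzyme reaction, room temperature, light-protected; Technique: FRET fluorescence in CFP and YFP emission channels; Controls: no-enzyme wells low, DMSO-plus-enzyme wells high control.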
# SENP6 block: SENP6 protease inhibition; Q9GZR1; Recombinant SENP6 catalytic domain, aminoluciferin luminescence; inhibition, % at 10 µM; 330,000 compounds, 1.8% hits; AID 2599;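 active = inhibition above about 50% at the single tested dose, limit read from the data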;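 also: plate controls were DMSO wells with enzyme for no effect and DMSO wells lacking enzyme for full effect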
# HKDC1 inh: blocks human hexokinase HKDC1 activity | Q2TB90 | recombinant HKDC1, G6PDH/diaphorase resazurin coupled fluorescence | inhibition, % at 20 µM | 340,000 compounds, 0.16% hits;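 active = inhibition above about 35% when tested at 20 µM, limit read from the data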;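 also: plate controls were DMSO wells with enzyme for no effect and DMSO wells lacking enzyme for full effect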
#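 Assay system – recombinant HKDC1 (HK5) hexokinase enzyme, produced in-house · Input – HKDC1 at 5 µg/mL · Reagent – glucose plus 1 mM ATP as hexokinase substrates · Timing – 90 min reaction incubation at room temperature, dark · Measured by – G6PDH/diaphorase-coupled fluorescence, 1 mM NADP, 100 µM resazurin, 525/613 nm · Benchmarks – DMSO-enzyme wells negative, buffer-substituted wells positive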
# Numbers without * were called inactive; . = no result given.
SMILES,SENP8 block-1,SENP7 inh,PfGluPho inh,Apaf1 inhib,SENP8 block-2,NALP3 yeast inh,SENP1 inh,SENP6 block,HKDC1 inh
Cc1ccc(NC(=O)CC2NCCN(Cc3ccccc3)C2=O)cc1 (stereo not drawn),-5,-6,-11,7,-5,21,-5,-9,-3
Cc1c(C(=O)NCCSCc2ccc(Cl)cc2Cl)cccc1[N+](=O)[O-],19,1,7,14,1,25,1,4,7
CSc1nc(-c2ccccc2)ccc1C(N)=O,22,0,-7,-19,5,24,-1,7,12
O=S(=O)(NCc1ccccn1)c1cc(Cl)ccc1Cl,-1,-13,0,-2,-1,14,1,19,-9
N#CCCC(CCC#N)C1=NCCc2ccccc21,39,8,-3,-29,6,3,4,-3,-6
COc1ccc(C(=O)OCC(=O)N2CCN(C(=O)c3ccco3)CC2)cc1OC,5,6,-11,-4,-7,-3,1,-2,-5
C/C(=N\Nc1nc(C)cc(-c2ccccc2)n1)c1ccc(F)cc1,-11,5,-15,13,2,33,0,1,-3
O=c1cc(Cl)nc2ccccn12,-377,.,1,.,.,.,-2,.,-5
C=CCn1c(O)c2ccc(C(=O)N=NC(=O)COc3ccccc3F)cc2c1O,7,2,-9,3,1,18,1,-4,2
O=C(O)CNC(=O)CCn1nnc2ccccc2c1=O,-3,4,-12,3,-3,14,2,-23,-8
O=C(O)/C=C/c1cnc[nH]1,24,0,-2,-5,-4,5,0,-4,-9
CCC(C)N(NC(C)=O)c1nc(Cl)nc(NC(C)C)n1 (stereo not drawn),23,-9,-4,2,-4,12,-1,5,-1
CC(C)Cc1cc(C(=O)Nc2c(F)cc(F)cc2Br)no1,20,2,10,7,0,29,1,-2,2
O=C(Nc1nc2ccccc2s1)Nc1ccc(F)cc1F,-6,-6,-7,-7,-1,9,2,-2,-7
CCC(=O)NNC(=S)NC(=O)c1ccc(C)cc1,8,7,-4,-10,2,31,-1,-8,12
N#Cc1ccccc1S(=O)(=O)N1CCN(CC(O)CN2CCOCC2)CC1 (stereo not drawn),1,1,6,-12,2,19,1,-2,2
CCOC(=O)C1=C(CC)Nc2ccccc2N=C1NC(=O)c1cc(C)on1,3,9,0,3,2,13,0,-23,-4
O=C(Cn1cc([N+](=O)[O-])cn1)NCC1CCCO1 (stereo not drawn),13,2,-16,-5,-2,16,1,3,-5
COCCCn1c(Cc2csc(Nc3cccc(Cl)c3)n2)nnc1SCC(=O)OC1CCCCC1,-6,9,12,25,-1,16,-3,7,6
CC1Cc2c([nH]c(=O)n(-c3ccccc3)c2=O)O1 (stereo not drawn),10,.,3,.,.,.,-1,.,-3
CCc1ccc(C(=O)C(C)OC(=O)Cn2[nH]c(=O)c3ccccc3c2=O)cc1 (stereo not drawn),10,8,-11,20,-3,7,3,-21,0
Cc1ccc(CN2CCN(Cc3cnc(C)[nH]3)CC2CCO)cc1 (stereo not drawn),4,4,-3,5,-12,-2,1,-9,-18
CCN1CCN(CC2CC3C=CC2C3)CC1 (stereo not drawn),0,12,10,12,3,5,-1,0,5
O=C(CSc1ccc2ccccc2n1)NCc1ccc2c(c1)OCO2,6,1,7,0,8,21,0,-22,-10
Cc1cc(C(=O)CSc2nnnn2-c2ccc(Cl)cc2)c(C)n1CC1CCCO1 (stereo not drawn),9,-4,-5,-7,-2,18,3,-23,5
O=C(NC1CCN(Cc2ccccc2)CC1)c1ccccc1NS(=O)(=O)c1ccc(F)c(F)c1,-19,.,-15,.,.,.,1,.,-2
Cc1ccc(CN2CCN(/N=C/c3sccc3C)CC2)c(C)c1,6,-11,1,10,-13,-13,1,-4,-4
CCOC(=O)NC(=O)CSc1nnc(C)s1,8,1,-9,-32,4,-5,-1,1,-6
CSc1nnc(SCc2nc3sc(C(=O)O)c(C)c3c(=O)[nH]2)s1,-30,-1,14,2,2,20,-12,-7,19
CC1CCc2c(sc(NC(=O)c3ccc(Cn4cc(Br)cn4)o3)c2C(N)=O)C1 (stereo not drawn),-278,-8,-6,7,-10,16,-42,0,0

# Some of these compounds in order of number of heavy atoms, ascending:
SMILES,SENP8 block-1,SENP7 inh,PfGluPho inh,Apaf1 inhib,SENP8 block-2,NALP3 yeast inh,SENP1 inh,SENP6 block,HKDC1 inh
CCOC(=O)NC(=O)CSc1nnc(C)s1,8,1,-9,-32,4,-5,-1,1,-6
O=C(Cn1cc([N+](=O)[O-])cn1)NCC1CCCO1 (stereo not drawn),13,2,-16,-5,-2,16,1,3,-5
CSc1nnc(SCc2nc3sc(C(=O)O)c(C)c3c(=O)[nH]2)s1,-30,-1,14,2,2,20,-12,-7,19
Cc1ccc(CN2CCN(Cc3cnc(C)[nH]3)CC2CCO)cc1 (stereo not drawn),4,4,-3,5,-12,-2,1,-9,-18
O=C(CSc1ccc2ccccc2n1)NCc1ccc2c(c1)OCO2,6,1,7,0,8,21,0,-22,-10
N#Cc1ccccc1S(=O)(=O)N1CCN(CC(O)CN2CCOCC2)CC1 (stereo not drawn),1,1,6,-12,2,19,1,-2,2
CC1CCc2c(sc(NC(=O)c3ccc(Cn4cc(Br)cn4)o3)c2C(N)=O)C1 (stereo not drawn),-278,-8,-6,7,-10,16,-42,0,0
Cc1cc(C(=O)CSc2nnnn2-c2ccc(Cl)cc2)c(C)n1CC1CCCO1 (stereo not drawn),9,-4,-5,-7,-2,18,3,-23,5
O=C(NC1CCN(Cc2ccccc2)CC1)c1ccccc1NS(=O)(=O)c1ccc(F)c(F)c1,-19,.,-15,.,.,.,1,.,-2
COCCCn1c(Cc2csc(Nc3cccc(Cl)c3)n2)nnc1SCC(=O)OC1CCCCC1,-6,9,12,25,-1,16,-3,7,6

# Further results:
SMILES,SENP8 block-1,SENP7 inh,PfGluPho inh,Apaf1 inhib,SENP8 block-2,NALP3 yeast inh,SENP1 inh,SENP6 block,HKDC1 inh
Cn1c(SCCc2ccc([N+](=O)[O-])cc2)nccc1=O,20,6,13,-11,-12,-38,4,-24,6
CCC(=O)N1CCN(c2ccc(NC(=O)c3ccc(C#N)cc3F)cc2Cl)CC1,27,1,6,-13,-1,14,4,-9,-2
COc1ccc(-c2csc(N(CCCN3CCOCC3)C(=O)CCl)n2)cc1,16,2,24,-12,2,11,1,-2,0
COc1ccc(NC(=O)CSCC(=O)N2CCN(C(=O)c3ccco3)CC2)cc1,7,3,10,-6,3,20,3,11,-3
Cc1c(C#N)c2ccccc2n1CC(=O)N1CCc2ccccc2C1,7,-4,-3,0,2,28,2,14,-3
Cc1cccc(NS(=O)(=O)c2ccc([N+](=O)[O-])cc2)n1,7,-4,-10,2,-6,4,2,-23,-6
O=c1cc(CN2CCC(Cc3ccccc3)CC2)nc2sccn12,-13,1,-3,-3,-5,10,-3,-12,-7
COc1ccc(N(CC(=O)NC2CCCCCCC2)S(=O)(=O)c2c(C)nn(C)c2C)cc1,13,-4,-4,16,-2,16,1,-12,9
O=C(CSc1ncccn1)NN=C1CCCCCC1,24,5,3,-1,-3,12,2,8,1
Cc1ccc(C(=O)Cn2c(C(=O)O)cc3ccccc32)cc1,11,-6,-5,1,-7,21,0,-1,-4
Cc1csc(N(C(=O)c2ccccc2F)c2ccccc2)n1,6,-1,10,-1,8,18,3,-6,-11
COc1ccc([C@H]2CC(=O)C=C(c3ccc4c(c3)OCO4)C2)cc1OC,-111,-4,-3,22,-16,22,1,0,1
COC(=O)c1ccc(/C=N/NC(=S)NCCN2CCOCC2)cc1,29,-9,-8,-2,-14,-11,2,2,-5
CC(C)N(C(=O)CSc1nnc(NC(=O)Cc2cccs2)s1)C(C)C,0,6,-14,6,1,8,-2,-11,-10
CCOC(=O)CSC1=C(C#N)C(c2ccc3c(c2)OCO3)CC(=O)N1 (stereo not drawn),16,-9,8,5,-5,5,-1,-23,1
O=C1C2C3CCC(O3)C2C(=O)N1c1nccs1 (stereo not drawn),8,.,-12,.,.,.,3,.,-4
O=S(=O)(c1ccc(-c2ccccc2)cc1)N1CCCCC1,8,-6,-4,19,-7,27,2,-8,0
CC(Sc1nc(C(C)(C)C)cc(-c2ccccc2)c1C#N)C(=O)Nc1ccccc1 (stereo not drawn),21,5,46,1,6,-2,4,-3,-7
CCN(C(=O)CN1C(=O)NC(c2ccccc2)(c2ccc(C)c(C)c2)C1=O)C1CCS(=O)(=O)C1 (stereo not drawn),5,9,7,-2,-4,16,2,-18,5
CC(=O)c1c(C)[nH]c(C(=O)OCCCCN2C(=O)c3ccccc3C2=O)c1C,4,-2,25,14,3,8,0,-4,1
N/C(=N\OC(=O)c1cccc(Br)c1)c1ccc(Br)cc1,32,8,-19,9,-19,17,2,-23,-7
CO/N=C(\c1nonc1N)N1CCN(c2ccc(Cl)cc2[N+](=O)[O-])CC1,21,0,10,16,-4,10,4,-6,4
Cc1cc(C([O-])=C(C(=S)Nc2ccccc2)[n+]2ccccc2)c(C)n1-c1ccccc1,-26,.,7,.,.,.,-22,.,2
COc1cc(N=C2C(=O)N3CCCc4cccc2c43)cc(OC)c1,11,-8,-4,-5,-7,-2,6,5,2
COc1cccc(CNC(=O)CCC2CCCN(C(=O)c3csc(C(C)C)n3)C2)c1 (stereo not drawn),8,-6,-10,-10,-1,17,2,-10,-9
COc1ccc(CC(=O)OCC(=O)NCc2ccco2)cc1,4,-6,-15,1,0,3,6,-1,-4
CN(C)c1ccc(C(c2nnnn2C(C)(C)C)N2CCN(C(=O)c3ccco3)CC2)cc1 (stereo not drawn),10,-9,2,4,-7,18,0,-24,-3
O=C(COC(=O)CNS(=O)(=O)c1c(F)cccc1F)NC(=O)NC1CCCCC1,9,-9,-6,0,-10,3,1,-12,-5
CC(=O)NS(=O)(=O)c1ccc(NC(=O)C2C3C=CC(C3)C2C(=O)O)cc1 (stereo not drawn),21,.,-10,.,.,.,1,.,-7
O=C(c1ccc(Cl)c([N+](=O)[O-])c1)N1CCN(C(=O)c2ccco2)CC1,2,-5,-5,9,-4,1,0,-5,-9
